Source: PubChem BioAssay
SUMO1-SIM PPI: modulators of human SUMO1-mediated protein-protein interactions | SUMO1 binding to a labelled peptide, TR-FRET, 1 h | inhibition, % at 20 µM | hit rate 0.33% among 360,000 | AID 602429; in the data active means inhibition above about 37%
Target sequence (P63165 whole entry, looked up): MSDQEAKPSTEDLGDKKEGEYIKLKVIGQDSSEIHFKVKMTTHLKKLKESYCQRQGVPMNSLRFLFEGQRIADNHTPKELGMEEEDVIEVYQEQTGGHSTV
DNMT1 block: inhibitors of human DNMT1; P26358; DNMT1 molecular beacon, Hinp1I cleavage, fluorescence; inhibition (reported as % activation of signal), % at 10 µM; hit rate 0.83% among 360,000; AID 588458; in the data active means inhibition above about 50%
Scp1 inh: inhibitors of human Scp-1 phosphatase; Recombinant Scp1, phosphopeptide, malachite green phosphate absorbance; inhibition, % at 20 µM; hit rate 0.88% among 340,000; Q9GZU7; AID 493091;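 active means inhibition above about 50% at 20 µM, limit read from the data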;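 further: plate controls were DMSO wells with enzyme for no effect and wells lacking enzyme for full effect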
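assay system = SCP-1 phosphatase catalytic domain, residues 76-261 | buffer or medium = 50 mM Tris acetate pH 5.5, 0.005% Tween-20, 10 mM MgCl2 | incubation = enzyme reaction 45 min at room temperature, colour 5 min, stabilisation 30 min | signal = Phosphate-binding colour reagent, absorbance read at 630 nm | measure = % inhibition at 20 µM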
MsrA inh: bovine MsrA inhibition; purified bovine MsrA, absorbance read-out; inhibition, % at 15.5 µM; hit rate 0.75% among 360,000; AID 651718; in the data active means inhibition above about 4.5%;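 further: 0% = vehicle wells with enzyme and 100% = reference inhibitor wells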
LMPTP inh: blocks human LMPTP phosphatase | P24666 | recombinant LMPTP-A, OMFP fluorogenic substrate, fluorescence intensity | inhibition, % at 20 µM | hit rate 0.22% among 360,000 | AID 651560;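 active means compounds that cut the enzyme signal by at least half of the control window in the single-dose screen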;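 further: plate controls were DMSO wells with enzyme plus substrate for no effect and substrate without enzyme for full effect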
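test system = LMPTP-A | amount = 0.625 nM LMPTP-A final | reagent = fluorogenic phosphatase substrate OMFP at 400 µM final | incubation = 50 min at room temperature | benchmarks = no-enzyme low control, uninhibited high control | medium = Bis-Tris pH 6.0, DTT, detergent | signal = fluorescence intensity of OMFP turnover product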
Rpn11 block: inhibitors of human proteasome Rpn11. human 26S proteasome, Ub4-pepOG fluorescence polarization; 20S core pre-blocked with epoxomicin. hit rate 0.59% among 360,000. calls only at 20 µM;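 active means inhibition at 20 µM, scaled to each plate's controls, above about 33%, limit read from the data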
Target sequence (O00487 whole entry, looked up): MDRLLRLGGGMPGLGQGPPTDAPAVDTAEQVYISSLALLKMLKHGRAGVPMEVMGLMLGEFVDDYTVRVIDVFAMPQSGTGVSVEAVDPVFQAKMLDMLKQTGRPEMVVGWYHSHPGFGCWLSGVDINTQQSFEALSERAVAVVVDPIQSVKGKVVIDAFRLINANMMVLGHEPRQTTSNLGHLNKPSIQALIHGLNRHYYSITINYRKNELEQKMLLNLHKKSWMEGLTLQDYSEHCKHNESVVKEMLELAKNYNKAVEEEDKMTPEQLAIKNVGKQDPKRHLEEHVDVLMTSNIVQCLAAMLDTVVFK
STEP block: inhibitors of human striatal-enriched phosphatase STEP. recombinant STEP, OMFP fluorogenic substrate, fluorescence. inhibition, % at 20 µM. hit rate 0.25% among 360,000. P54829;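 active means inhibition at 20 µM, scaled per plate between control wells, above about 37%, limit read from the data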;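 further: 0% = DMSO with enzyme and substrate and 100% = substrate only without enzyme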
Target sequence (P54829 whole entry, looked up): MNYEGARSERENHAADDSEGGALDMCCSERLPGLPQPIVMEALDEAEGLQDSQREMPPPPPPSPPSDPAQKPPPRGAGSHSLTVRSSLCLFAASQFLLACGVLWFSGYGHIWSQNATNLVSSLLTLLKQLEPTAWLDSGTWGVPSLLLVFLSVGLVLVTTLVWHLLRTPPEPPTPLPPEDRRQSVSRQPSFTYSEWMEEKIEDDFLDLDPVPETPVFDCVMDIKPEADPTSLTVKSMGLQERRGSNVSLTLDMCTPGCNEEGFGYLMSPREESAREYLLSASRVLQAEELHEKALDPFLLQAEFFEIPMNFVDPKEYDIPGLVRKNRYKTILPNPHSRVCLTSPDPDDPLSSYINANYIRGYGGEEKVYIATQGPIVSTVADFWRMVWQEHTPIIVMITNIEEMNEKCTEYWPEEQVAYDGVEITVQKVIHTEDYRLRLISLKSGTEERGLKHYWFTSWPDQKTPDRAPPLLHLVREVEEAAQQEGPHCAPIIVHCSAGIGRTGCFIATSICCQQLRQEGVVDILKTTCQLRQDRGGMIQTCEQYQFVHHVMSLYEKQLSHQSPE
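Measure: Control-normalized % inhibition with plate pattern correction | Test system: STEP phosphatase, cell-free reaction | Medium: pH 6.0 Bis-Tris with DTT and Tween 20 | Technique: Fluorescence, 480/540 nm | Times: Reaction 20 min, ambient temperature | Doses: Single compound dose of 20 µM, 1% DMSO final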
CSN deneddyl inh: CSN deneddylation inhibition; Q92905; Purified CSN, SCF-Nedd8-OG deneddylation, fluorescence polarization; inhibition, % at 12.5 µM; hit rate 0.38% among 360,000;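 active means pattern-corrected inhibition above about 35%, with an unprinted fluorescence ratio check between 0.5 and 1.5, limit read from the data, passing the limit was not always enough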;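 further: 0% = enzyme with substrate and 100% = substrate without enzyme; some results filed as inactive read as strong as hits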
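assay system = purified human Csn5 enzyme expressed in HEK293T cells | amount = 0.24 nM enzyme | buffer or medium = Tris/NaCl/DTT buffer, pH 7.5 | reagent = 10 nM SCFSkp2-Nedd8OG | compound = one concentration, 12.5 µM, 0.25% DMSO | times = 90 min reaction at room temperature | signal = FP | read-out basis = % inhibition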
TbMetRS inhib: blocks T. brucei methionyl-tRNA synthetase activity; purified T. brucei MetRS, ATP depletion, Kinase-Glo luminescence; inhibition, % at 11.9 µM; hit rate 0.4% among 360,000; AID 624268;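 active means inhibition above a per-plate cutoff of the control wells' mean inhibition plus 3 SD, cut at about 5.5% in these data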;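 further: 0% = DMSO wells median and 100% = median of wells with control inhibitor compound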
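Dosing: 11.9 µM compound single dose, 0.9% DMSO; Assay system: purified T. brucei MetRS enzyme; Measured by: Kinase-Glo luciferase luminescence reporting remaining unconsumed ATP; Schedule: 15 min plus 2 h at 25 °C.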
NadD block: blocks S. aureus nicotinate mononucleotide adenylyltransferase; purified NadD enzyme, colorimetric absorbance read-out; inhibition, % at 20 µM; hit rate 0.78% among 360,000; in the data active means inhibition above about 26%; further: some compounds past the cut are filed as inactive
Numbers without * were called inactive; i = inactive; . = not tested or not shown; + = active, no number.

[1] COc1cc(C)ccc1OCc1cc(C(=O)N2CCN(C)C[C@@H]2c2ccccc2)no1
[2] O=C(NCc1ccccc1)c1cc(C2CCCCN2C(=O)OCCF)on1 (configuration not stated)
[3] CN(C)C1CN(Cc2cn(Cc3ccc(C(F)(F)F)cc3)nn2)S(=O)(=O)C1 (configuration not stated)
[4] Fc1ccc(CNCc2ccccc2C(F)(F)F)cc1
[5] Cc1ccc(OCCn2cc(C=O)c3ccccc32)cc1
[6] COC(=O)c1c(NC(=O)COC(=O)C2CCC2)sc(C)c1C
[7] CCCN[C@H]1CCc2nc(N)sc2C1
[8] CCC(=O)Nc1ccccc1C(=O)N1CCCC1
[9] CCn1c(=O)n(CC)c2cc(N3CCCC3)c(NC(=O)c3c(F)cccc3F)cc21
[10] CC(C)CCOC(=O)C(C)Sc1n[nH]c(=O)[nH]c1=O (configuration not stated)

assay / entry	1	2	3	4	5	6	7	8	9	10
SUMO1-SIM PPI	-3	0	0	1	-7	12	0	1	3	0
DNMT1 block	-3	1	.	0	-2	1	3	0	1	0
Scp1 inh	-1	.	.	-8	0	-9	-4	5	0	-16
MsrA inh	0.1	-0.9	-0.2	-0.8	0.3	-0.6	-0.8	-0.2	1.0	0.6
LMPTP inh	0.0	-1.3	-0.7	-0.2	-0.4	3.8	0.5	-1.1	-1.8	-1.5
Rpn11 block	i	i	.	i	i	i	i	i	i	i
STEP block	-2	7	.	-3	1	4	-6	-2	0	-1
CSN deneddyl inh	4	3	-1	-4	5	-3	5	7	6	8
TbMetRS inhib	-0.7	0.1	-0.8	-0.6	-1.5	-0.1	-1.7	0.0	-0.3	-0.4
NadD block	6	0	2	-6	0	-7	2	-4	2	0

[11] Cc1ccc(CN(C(=O)c2ccc([N+](=O)[O-])cc2)C2CCS(=O)(=O)C2)o1 (configuration not stated)
[12] CCN(CC)c1nc2c(c(=O)n(C)c(=O)n2C)n1CC(=O)c1ccccc1
[13] Cc1cccc(N(CC(=O)NC2CCCC2)C(=O)c2csnn2)c1C
[14] CCN(CC)c1c(C)nc2ccc(C(=O)NCc3ccc4c(c3)OCO4)cn12
[15] Oc1ccccc1N1CCN(c2nnnn2-c2ccccc2)CC1
[16] CCCCCOC(=O)C(C)Sc1n[nH]c(=O)[nH]c1=O (configuration not stated)
[17] COc1ccccc1NS(=O)(=O)c1ccc(C)c(C(=O)Nc2ccc(S(=O)(=O)Nc3onc(C)c3C)cc2)c1
[18] O=C(OCCCc1cc2ccccc2c(=O)o1)c1ccc(F)cc1
[19] CCCCn1c(N)c(N(CC(C)C)C(=O)c2cc(=O)[nH]c3ccccc23)c(=O)[nH]c1=O
[20] O=C(Cn1[nH]c(=O)c2ccccc2c1=O)NC1CCN(Cc2ccccc2)CC1

assay / entry	11	12	13	14	15	16	17	18	19	20
SUMO1-SIM PPI	-26	15	11	8	-1	3	5	2	3	1
DNMT1 block	1	-2	1	-2	-5	-2	-1	3	-3	-1
Scp1 inh	-7	-5	-5	.	-8	-9	-11	-8	-1	-9
MsrA inh	-1.1	-0.6	-0.7	-1.2	-0.2	-1.3	-1.6	0.7	1.9	-0.3
LMPTP inh	-0.1	-0.6	-0.4	0.0	1.2	-1.3	0.1	3.0	0.0	0.0
Rpn11 block	i	i	i	i	i	i	i	i	i	i
STEP block	-1	-1	0	1	0	2	-2	2	0	-3
CSN deneddyl inh	-1	0	-1	4	-1	2	-1	3	4	-1
TbMetRS inhib	-0.2	-0.3	0.4	-0.1	-0.2	-0.1	-0.3	0.2	-0.7	0.2
NadD block	4	-7	1	2	2	1	-5	-5	-4	-2

[21] CC(=O)Nc1ccc(C(=O)Nc2cccc(-c3cnc4ccccc4n3)c2)cc1
[22] CC(C)CC1NC(=O)N(CC(=O)Nc2cccc(Br)c2)C1=O (configuration not stated)
[23] CC1CN(c2nnnn2-c2ccccc2)CC(C)O1 (configuration not stated)
[24] COc1cc2c(cc1OC)CN(C(=O)c1ccc(S(=O)(=O)N3CCCC3)cc1)CC2
[25] CCOCCCNC(=O)C(NC(=O)c1ccc2c(c1)OCO2)c1ccc(OC)cc1 (configuration not stated)
[26] COc1cc(C(=O)NC(C)Cc2cccs2)cc(OC)c1OC (configuration not stated)
[27] O=C(OC(C(=O)Nc1ccc(Cl)cc1C(F)(F)F)c1ccccc1)c1c(Cl)cccc1Cl (configuration not stated)
[28] CCOc1ccccc1NC(=O)C1CCC(CNc2c(N3CCCCC3)c(=O)c2=O)CC1 (configuration not stated)
[29] CCCC(=O)Nc1nc2ccc(OCC)cc2s1
[30] O=C(CN1CCN(S(=O)(=O)c2ccc(Br)cc2)CC1)Nc1ccccc1C(=O)c1ccccc1

assay / entry	21	22	23	24	25	26	27	28	29	30
SUMO1-SIM PPI	49*	5	0	3	2	3	-3	-2	-1	-5
DNMT1 block	34	-3	0	-3	0	1	-3	-1	0	2
Scp1 inh	21	-8	3	-9	-2	-4	-10	6	-3	3
MsrA inh	-0.1	-0.7	0.2	0.0	0.7	-1.1	1.2	-0.7	-1.8	0.0
LMPTP inh	40	0.6	-3.1	-1.6	-0.9	0.4	1.5	-1.8	-0.6	1.7
Rpn11 block	+	i	i	i	i	i	i	i	i	i
STEP block	15	-2	1	-1	2	-1	1	-1	-4	1
CSN deneddyl inh	86*	0	0	-3	-5	7	-8	-2	1	2
TbMetRS inhib	-0.2	0.6	-0.2	-0.6	0.1	-0.8	-1.2	0.0	-0.2	-0.9
NadD block	1	-6	1	-2	-1	0	-6	4	-2	14

A second format for some results above:
Each structure is followed by: SUMO1-SIM PPI	DNMT1 block	Scp1 inh	MsrA inh	LMPTP inh	Rpn11 block	STEP block	CSN deneddyl inh	TbMetRS inhib	NadD block
(18) O=C(OCCCc1cc2ccccc2c(=O)o1)c1ccc(F)cc1
    2	3	-8	0.7	3.0	i	2	3	0.2	-5
(19) CCCCn1c(N)c(N(CC(C)C)C(=O)c2cc(=O)[nH]c3ccccc23)c(=O)[nH]c1=O
    3	-3	-1	1.9	0.0	i	0	4	-0.7	-4
(20) O=C(Cn1[nH]c(=O)c2ccccc2c1=O)NC1CCN(Cc2ccccc2)CC1
    1	-1	-9	-0.3	0.0	i	-3	-1	0.2	-2
(21) CC(=O)Nc1ccc(C(=O)Nc2cccc(-c3cnc4ccccc4n3)c2)cc1
    49*	34	21	-0.1	40	+	15	86*	-0.2	1
(22) CC(C)CC1NC(=O)N(CC(=O)Nc2cccc(Br)c2)C1=O (configuration not stated)
    5	-3	-8	-0.7	0.6	i	-2	0	0.6	-6
(23) CC1CN(c2nnnn2-c2ccccc2)CC(C)O1 (configuration not stated)
    0	0	3	0.2	-3.1	i	1	0	-0.2	1
(24) COc1cc2c(cc1OC)CN(C(=O)c1ccc(S(=O)(=O)N3CCCC3)cc1)CC2
    3	-3	-9	0.0	-1.6	i	-1	-3	-0.6	-2
(25) CCOCCCNC(=O)C(NC(=O)c1ccc2c(c1)OCO2)c1ccc(OC)cc1 (configuration not stated)
    2	0	-2	0.7	-0.9	i	2	-5	0.1	-1
(26) COc1cc(C(=O)NC(C)Cc2cccs2)cc(OC)c1OC (configuration not stated)
    3	1	-4	-1.1	0.4	i	-1	7	-0.8	0
(27) O=C(OC(C(=O)Nc1ccc(Cl)cc1C(F)(F)F)c1ccccc1)c1c(Cl)cccc1Cl (configuration not stated)
    -3	-3	-10	1.2	1.5	i	1	-8	-1.2	-6
(28) CCOc1ccccc1NC(=O)C1CCC(CNc2c(N3CCCCC3)c(=O)c2=O)CC1 (configuration not stated)
    -2	-1	6	-0.7	-1.8	i	-1	-2	0.0	4
(29) CCCC(=O)Nc1nc2ccc(OCC)cc2s1
    -1	0	-3	-1.8	-0.6	i	-4	1	-0.2	-2
(30) O=C(CN1CCN(S(=O)(=O)c2ccc(Br)cc2)CC1)Nc1ccccc1C(=O)c1ccccc1
    -5	2	3	0.0	1.7	i	1	2	-0.9	14

More records
[31] O=C(N/N=C1\CCc2ccccc21)c1ccccc1Cl
[32] COC(=O)c1[nH]c2ccccc2c1NC(=O)Oc1ccccc1
[33] CCc1ccc(C(CC(=O)O)N2Cc3ccccc3C2=O)cc1 (configuration not stated)
[34] CCC(=O)Nc1nc2nc(-c3ccccc3)cc(=O)n2[nH]1
[35] COc1ccc(/C=N/Nc2nnc(-c3ccccc3)c(=O)[nH]2)cc1
[36] Cc1ccc(NC(=O)COC(=O)CCC(=O)c2cccs2)cc1
[37] CC(=O)c1c(OC(=O)c2ccccc2)ccnc1C(F)(F)F
[38] CCCCN1C=C(C(C)=O)C(=O)CC1
[39] Nc1nc(Cn2nnc(-c3ccccc3Cl)n2)nc(N2CCOCC2)n1
[40] CCCNC(=O)c1ccc(N2CCC3(CC2)CC(c2cccc(Br)c2)=NO3)c(NC(=O)c2ccco2)c1
[41] CN(/N=C/c1cccnc1)C1=NS(=O)(=O)c2ccccc21
[42] COc1ccc(OCC(=O)OCC(=O)c2ccc(OC)c(F)c2)cc1

assay / entry	31	32	33	34	35	36	37	38	39	40	41	42
SUMO1-SIM PPI	0	-16	-2	8	0	3	3	5	-3	0	11	-4
DNMT1 block	-1	-4	3	11	1	7	6	4	-2	-15	-4	-3
Scp1 inh	3	-2	-12	-2	-6	-10	-5	8	-2	-7	-8	-5
MsrA inh	2.1	0.3	-0.4	1.9	2.0	-0.5	0.0	1.0	-0.6	0.3	2.5	-0.6
LMPTP inh	-0.2	-0.2	0.3	-1.1	0.3	-1.7	-1.5	-1.5	-0.2	3.7	-1.7	-2.1
Rpn11 block	i	i	i	i	i	i	i	i	i	i	i	i
STEP block	2	0	-2	-3	-3	-2	2	0	0	2	-2	0
CSN deneddyl inh	-5	-1	1	0	-10	-2	-3	5	3	-1	-4	-2
TbMetRS inhib	0.1	-0.7	-0.6	-0.4	-0.1	0.0	0.1	0.5	-0.2	-0.2	0.5	-0.1
NadD block	3	6	-4	-4	-10	1	-2	1	3	26	2	-7
